AT treatment: candidate therapy for ataxia-telangiectasia | hit rate 0.19% among 320,000 | […] A-T fibroblasts, KAP-1 phosphorylation AlphaLISA; neocarzinostatin DNA damage 30 min before lysis | Potency, µM (highest dose often 57.5 µM), inactives show top-dose activation, usual class: activators; note: potency is the fitted concentration of half-maximal effect; % of control where 0% means no effect; nearly all actives have a fitted effect of over 45% in size
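hTERT-immortalized A-T patient fibroblasts ([…]), 500 cells/well in OPTI-MEM, 1% FBS, got compounds for 60 min, then NCS for 30 min at 37C. Lysates were then assayed for phospho-KAP-1 by AlphaLISA (anti-pKAP1 donor, anti-KAP1 acceptor beads), 6 hr at 25C.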
PTAP TSG101 blk: blocks PTAP/TSG101 interaction to inhibit HIV-1 budding. AID 493005. Potency, µM (series often up to 115 µM), for inactives: at the top dose activity change, negative = inhibition, most hits filed as inhibitors. 340,000 tested, under 10 active. Fluorescence polarization, FITC-PTAP peptide / Tsg101 binding. Q99816; active = well fitted inhibition curve with a large enough effect in the main read-out, with a control signal flat, not every such curve was filed as active; inconclusive = small, poorly fitted or top-dose-only effect, or effect the other way, or a change in a side signal; inactive = no such curve, though single readings can be large or run the other way; note: potency is the fitted concentration of half-maximal effect; % of control where 0% means no effect
Target sequence (Q99816 whole entry, looked up): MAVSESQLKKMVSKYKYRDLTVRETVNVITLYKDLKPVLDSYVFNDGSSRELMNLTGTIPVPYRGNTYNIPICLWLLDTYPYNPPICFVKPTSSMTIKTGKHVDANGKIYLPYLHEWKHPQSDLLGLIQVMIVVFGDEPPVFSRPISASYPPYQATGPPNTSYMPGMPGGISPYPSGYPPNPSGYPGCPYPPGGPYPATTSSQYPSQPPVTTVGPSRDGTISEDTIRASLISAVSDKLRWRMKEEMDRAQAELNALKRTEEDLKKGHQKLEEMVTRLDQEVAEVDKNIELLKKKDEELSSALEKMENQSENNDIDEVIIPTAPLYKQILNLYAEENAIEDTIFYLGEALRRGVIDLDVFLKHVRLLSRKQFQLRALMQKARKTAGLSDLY
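Fluorescence anisotropy tracks displacement of a FITC-tagged PTAP peptide (50 nM) from the Tsg101 binding domain (10 uM), following a 20 min room-temperature incubation at pH 7.5.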
CXXC DNA block: MLL CXXC-DNA interaction inhibition; Potency, µM (doses to about 115 µM), for the others: top-dose activity change, negative = inhibition, most hits filed as inhibitors; MLL-CXXC / FITC-HOXA9 DNA fluorescence polarization; hit rate 0.037% among 290,000; Q03164; active = well fitted inhibition curve with a large enough effect in the polarisation, with a control signal flat, not every such curve was filed as active; inconclusive = small, poorly fitted or top-dose-only effect, or effect the other way, or a change in a side signal; inactive = no such curve, though single readings can be large or run the other way; the % refers to the polarisation; note: potency is the fitted concentration of half-maximal effect
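Fluorescence polarization: 7 uM MLL-CXXC (stock) preincubated 5 min with compounds, then 50 nM fluorescein-HOX-A9 DNA (stock) added; 30 min ambient. Buffer 50 mM Tris-HCl pH 7.5, 50 mM NaCl, 1 mM DTT, 0.05% BSA.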
ELG1 DNA repair: ELG1-dependent DNA repair inhibition; HEK293T ELG1-luciferase reporter, luminescence, 16 h; DNA damage induced by 5-fluorouridine; Potency, µM (titrated, usually from 46.1 µM), for the others: at the highest dose activity change, negative = inhibition, actives largely listed as inhibitors; hit rate 2.3% among 330,000; AID 504467; note: potency is the fitted concentration of half-maximal effect; % is set by controls: 0 for no effect and ±100 for the full control effect; nearly all actives have a fitted effect of over 55% in size
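Step one: seed 2,000 cells per well. Step two: pin-transfer compound or DMSO alongside 5-fluorouridine. Step three: incubate 16 hr, 37 °C, 5% CO2. Step four: add ONE-Glo, wait 30 min, read luminescence.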
p53 reactivation: re-activators of mutant p53. H1299 p53-A138V BP100-luciferase reporter, luminescence, 24 h. Potency, µM (top dose mostly 92.2 µM), for inactives: at the highest dose activity change, positive = activation, most hits filed as activators. hit rate 0.063% among 320,000. AID 504706; note: potency is the fitted concentration of half-maximal effect; % of control where 0% means no effect; nearly all actives have a fitted effect of over 45% in size
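H1299 (p53-null), stable ts p53-A138V + BP100-Luc; 1000 cells/well, Opti-MEM/10% FBS; cpd 4 pt, 1:5; 24 h, 37 deg C, 5% CO2; detection reagent 10 min RT; luminescence.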
B2AR arrestin: agonists driving beta-arrestin recruitment to human beta2-adrenergic receptor; Potency, µM (top dose mostly 46.1 µM), for the others: at the top dose activation, most hits filed as activators; AID 492947; hit rate 0.02% among 330,000; beta-arrestin recruitment to beta2AR, cell-based reporter; P07550;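 note: potency is the fitted concentration of half-maximal effect; 0% = DMSO controls and full agonism = EC100 isoproterenol or metaproterenol; nearly all actives have a fitted effect of over 65% in size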
Target sequence (P07550 whole entry, looked up): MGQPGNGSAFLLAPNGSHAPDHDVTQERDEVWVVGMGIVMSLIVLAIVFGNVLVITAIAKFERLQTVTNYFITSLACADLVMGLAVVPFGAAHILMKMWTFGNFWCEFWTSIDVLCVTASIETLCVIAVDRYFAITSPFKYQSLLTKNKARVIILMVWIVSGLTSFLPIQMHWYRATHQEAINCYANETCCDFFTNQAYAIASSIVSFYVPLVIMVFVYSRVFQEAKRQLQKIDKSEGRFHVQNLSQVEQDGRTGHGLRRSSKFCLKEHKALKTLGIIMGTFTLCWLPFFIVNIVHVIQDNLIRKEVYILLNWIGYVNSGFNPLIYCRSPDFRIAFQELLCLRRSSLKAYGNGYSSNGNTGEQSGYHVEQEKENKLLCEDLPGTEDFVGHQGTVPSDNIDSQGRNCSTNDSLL
BRCA1 expr up: BRCA1 expression activation | MCF7-BRCA1-FFLuc reporter, luminescence, 48 h; response scale: scaled: vehicle 0%, 10 µM genistein 100% | Potency, µM (doses to about 46.1 µM), without a hit: top-dose activation, usual class: activators | hit rate 1.1% among 380,000 | AID 624202; note: potency is the fitted concentration of half-maximal effect; nearly all actives have a fitted effect of over 80% in size; some results filed as inactive show a strong effect at the top dose
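Luminescence from a BRCA1-driven firefly luciferase in MCF7 cells was the read-out, taken 15 min after substrate addition following 48 h compound exposure at 37 °C. Data were normalized to a 10 microM genistein control and DMSO vehicle.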
TCR activator: T cell receptor activation; primary human leukocytes, anti-CD3, IL-2 HTRF, 48 h; Potency, µM (top dose mostly 9.22 µM), for inactives: at the top dose activation of IL-2 secretion, hits mostly activators; 330,000 tested, under 10 active; note: % of control where 0% means no effect
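Using a-CD3 beads without co-stimulation, primary human leukocytes were exposed to compounds for 48 hr. An HTRF IL-2 kit measured the cytokine, with europium-to-d2 energy transfer producing emission at 665nm upon 320nm excitation.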
TRPV1 ag: activates the human vanilloid receptor TRPV1 | activation, % at 8.33 µM | Q8NER1 | hit rate 0.19% among 320,000 | TRPV1-expressing cells, Fluo-8 calcium influx, agonist mode | AID 540275; in the data active = activation above about 80%; inconclusive = between about 30% and that limit; note: 0% is about no effect
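Fluo-8 calcium influx in TRPV1-expressing cells, kinetic read (ex 480/em 520 nm). Compound added and read 3 min for agonist activity, followed by capsaicin at EC20 final and 2 min further read for enhancement.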
a7 integrin act: activates integrin-mediated alleviation for muscular dystrophy; AID 624291; alpha7betagal myoblasts, beta-gal FDG fluorescence, 48 h; Potency, µM (highest dose often 38.3 µM), without a hit: at the top dose activation, most hits filed as activators; hit rate 0.064% among 350,000;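 note: potency is the fitted concentration of half-maximal effect; 100% = response of the positive control SU9516; nearly all actives have a fitted effect of over 60% in size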
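alpha7betagal+/- myoblasts (passage 13, 250/well) treated 48 h at 37C with compounds at 1:260 dilution of DMSO stock. Lysed, then beta-galactosidase activity read as FDG fluorescence (ex 480/em 540) after 30 min, with pre-read for autofluorescence.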
An asterisk follows results filed as active; ? = inconclusive; / = not tested or not shown; [ ] = dose if it differs, or a comment. Unless noted, calls come from the whole dose curve; as a rule, active = well fitted curve in the direction sought with a large enough effect; inconclusive = small, poorly fitted or top-dose-only effect, or another doubt; inactive = no such curve, though single readings can be large; an effect the other way counts as inactive or inconclusive.

SMILES	AT treatment	PTAP TSG101 blk	CXXC DNA block	ELG1 DNA repair	p53 reactivation	B2AR arrestin	BRCA1 expr up	TCR activator	TRPV1 ag	a7 integrin act
Cn1c(SCC(=O)N2c3ccccc3CCc3ccccc32)nnc1-c1cc2ccccc2cc1O	1.4%	0.3%	-10.6%	-40.2%	-9.7%	0.1%	-53.4%	-0.7%[46.1 µM]	-0.8	18.0%
O=C(Nc1nc2c(s1)CCCC2)c1ccc(S(=O)(=O)N2CCCc3ccccc32)cc1	2.2%	-13.6%	11.1%	-20.2%	15.3%	-0.6%	-37.6%	0.5%	28.7	-12.0%
COc1ccc(C(=O)Nc2ccccc2C(=O)NC(Cc2ccc(O)cc2)C(=O)NNC(=O)c2ccncc2)cc1 (stereo not given)	-4.2%	-2.2%	-1.2%	11.8%	2.1%	0.0%	0.0%	-3.2%	5.6	-27.7%
CCn1c(SCC(=O)N2CCCc3ccccc32)nc2cccnc21	-3.8%	-0.5%	-0.5%	?	-8.2%	0.3%	-20.3%	-2.5%	1.5	-23.1%
COc1ccc(C)cc1NC(=O)c1ccc(-c2ccc(C(C)=O)cc2)o1	-5.8%	/	-1.1%	?	3.8%	-0.3%	/	/	10.1	/
CNc1cnn(-c2ccc(C)cc2)c(=O)c1Cl	-1.2%	-4.2%	7.3%	?	6.9%	0.1%	?	5.7%	-1.5	6.7%
Cc1ccc2cc(C#N)c(NCCNC(=O)C3CCC3)nc2c1C	13.9%	0.7%	-5.8%	?	-4.7%	-0.4%	-14.7%	-22.5%	?	-0.8%
CCOc1ccccc1C(=O)NC(C)c1ccc2c(c1)OCO2 (stereo not given)	-4.3%	-5.3%	-8.3%	-16.6%	-9.4%	0.1%	-67.8%	-0.5%	2.7	-4.2%[7.66 µM]
COC1=C(NCc2ccc3c(c2)OCO3)C(=O)C(OC)=C(NCc2ccc3c(c2)OCO3)C1=O	/	-4.3%	/	/	/	/	8.2%	-8.6%	/	-2.1%
O=S(=O)(c1cccs1)N1CCC(Cc2ccccc2)CC1	/	-4.5%	-6.3%	?	-3.7%	-0.4%	0.4%	-4.9%	22.2	-1.7%
Cc1ccc(C)c(S(=O)(=O)N2CCN(C(=O)c3ccc(N4CCCC4)c([N+](=O)[O-])c3)CC2)c1	2.2%	-4.9%	-1.2%	20.6µM*	-7.4%	-1.1%	-12.5%	-0.4%	-4.3	-12.6%
O=C(NCc1ccccc1Cl)c1cnc2ccccc2n1	10.2%	-3.7%	25.2%	?	15.2%	0.0%	17.6%	-2.8%	27.8	-2.4%
CC(CC#CCN1CCOCC1)OCCC#N (stereo not given)	-1.4%	-4.4%	2.7%	0.0%	-2.2%	0.4%	0.0%	3.5%	-1.5	-21.7%
COc1ccccc1NS(=O)(=O)c1cc(NC(=O)Nc2cccc(C)c2)ccc1N1CCCCC1	-3.4%	1.1%	3.6%	?	8.7%	-0.5%	-64.2%	0.4%[46.1 µM]	-2.7	2.7%
O=C(Nc1cccc(O)c1)c1cnn2cccnc12	-2.0%	-3.3%	8.5%	?	?	-0.9%	28.0%	-5.4%	-1.7	8.7%[7.66 µM]
COc1ccc(S(=O)(=O)N2CCCC(C(=O)NCc3ccc(F)cc3)C2)cc1 (stereo not given)	-3.0%	-0.1%	6.8%	-8.8%	-1.9%	0.1%	-0.7%	1.8%	-2.6	-9.4%
O=C(Nc1nnc(SCc2ccc(Cl)cc2)s1)c1ccco1	3.5%	-1.6%	13.3%	0.2%	3.2%	0.0%	-13.7%	5.1%	2.9	-54.7%[inhibitor]
COc1ccc2oc(C(=O)OCC(=O)N3CCN(c4ccccc4)CC3)c(C)c2c1	7.5%	-0.2%	/	-3.2%	10.3%	-0.3%	-14.9%	/	4.7	-34.9%
COc1ccc(NC(=O)COC(=O)Cc2ccc(-c3ccccc3)cc2)c(OC)c1	3.1%	0.5%	-1.8%	4.6%	4.3%	-0.1%	-5.5%	0.4%[46.1 µM]	-4.8	-8.9%
COCCn1c(-c2ccc(OC)cc2)nc2ccccc21	0.6%	-4.8%	6.9%	?	6.0%	-0.1%	23.9%	-4.1%	0.0	5.2%
Cc1oc2nc(SCC(=O)Nc3ccc(S(N)(=O)=O)cc3)nc(NC(=O)c3ccccc3)c2c1C	-0.1%	-6.5%	13.5%	-10.6%	5.5%	-0.6%	2.1%	/	-1.2	-18.4%[7.66 µM]
CN(CC(=O)Nc1ccc(N2CCOCC2)cc1)CC(=O)Nc1ccc(Cl)cc1[N+](=O)[O-]	-7.4%	-2.2%	2.7%	?	-14.1%	7.0%	0.3%	2.1%[46.1 µM]	9.0	-8.7%
COc1ccc(-c2csc(N3CCN(c4cc5c(cc4Cl)nc(-c4ccncc4)n5CCOCCO)CC3)n2)cc1	10.7%	0.3%	1.6%	?	/	-0.5%	-9.7%	2.1%	4.0	29.4%
COc1ccc(N2CCN(C(=O)CSc3nc(C)cs3)CC2)cc1	-14.4%	3.3%	/	-11.5%	4.7%	-0.4%	-18.0%	-1.9%	0.9	7.1%
CNC(=O)COc1ccc(-c2nn(C)c(=O)c3ccccc23)cc1	-1.3%	2.0%	-12.3%	?	-4.9%	-0.1%	-0.6%[1.84 µM]	3.7%	0.8	9.1%
C[N+]1(CCn2ccc3ccccc32)CCCCC1	-3.7%	-1.2%	-3.7%	-3.6%	-1.4%	0.0%	3.3%	-8.2%	2.9	-5.9%
O=C1C(Cl)=C(Nc2ccc(O)cc2)C(=O)c2ccccc21	-3.9%	-1.3%	27.3%	?	-14.3%	-0.3%	-95.5%	-0.7%	-9.0	-72.4%[inhibitor]
Cc1ccc(NC(=O)CSc2nc(N)c(-c3ccccc3)c(=O)[nH]2)cc1Cl	1.1%	-5.7%	11.1%	-0.3%	-2.3%	-1.0%	-39.0%	-5.8%	-4.7	2.8%
O=C(COc1cc2oc(=O)cc(-c3ccccc3)c2cc1Cl)NC(Cc1c[nH]c2ccc(O)cc12)C(=O)O (stereo not given)	-4.0%	-1.4%	14.7%	-14.4%	5.5%	-0.8%	2.3%	0.2%	-1.9	8.5%
C=CCc1c(C)nc(SC(C)C)[nH]c1=O	1.5%	-1.6%	-3.2%	9.3%	-1.2%	-0.4%	-19.0%	0.7%	0.5	17.8%
COc1ccc(S(=O)(=O)N(C)CC(=O)Nc2ccccc2SC)cc1Cl	/	0.4%	-2.5%	?	-3.4%	0.2%	-22.0%	-10.2%	21.5	7.3%
O=C(COC(=O)CCc1ccccc1)NC12CC3CC(CC(C3)C1)C2	2.9%	-1.1%	5.6%	5.4%	-1.6%	-0.2%	10.4%	1.2%	?	?
NCCCCc1cn(CC(=O)N2CCNCC2)nn1	-21.8%	-0.2%	-3.4%	0.0%	-2.4%	-0.4%	0.9%	1.6%	2.3	0.0%
O=C(NCc1ccccc1)C(c1c(F)cccc1Cl)N(C(=O)c1csnn1)C1CC1 (stereo not given)	8.0%	-9.6%	-1.2%	-1.7%	-7.8%	0.0%	-11.9%	-3.1%	-0.7	?
Cn1c(COc2ccc(Cl)cc2)nnc1SCC(=O)NC1CCCC1	-4.3%	0.7%	12.2%	7.6%	-3.2%	-0.2%	-2.1%	-2.8%	-2.7	2.0%
Cc1ccc(-n2ncc3c2CC(C)(C)CC3NC(=O)c2ccc[n+]([O-])c2)cc1 (stereo not given)	-0.5%	-0.9%	1.5%	-6.5%	-7.8%	-0.6%	-1.5%	2.5%	0.1	0.0%

Laid out differently: 5 of the compounds above.
mol | AT treatment | PTAP TSG101 blk | CXXC DNA block | ELG1 DNA repair | p53 reactivation | B2AR arrestin | BRCA1 expr up | TCR activator | TRPV1 ag | a7 integrin act
O=C(NCc1ccccc1)C(c1c(F)cccc1Cl)N(C(=O)c1csnn1)C1CC1 (stereo not given) | 8.0% | -9.6% | -1.2% | -1.7% | -7.8% | 0.0% | -11.9% | -3.1% | -0.7 | ?
NCCCCc1cn(CC(=O)N2CCNCC2)nn1 | -21.8% | -0.2% | -3.4% | 0.0% | -2.4% | -0.4% | 0.9% | 1.6% | 2.3 | 0.0%
Cn1c(COc2ccc(Cl)cc2)nnc1SCC(=O)NC1CCCC1 | -4.3% | 0.7% | 12.2% | 7.6% | -3.2% | -0.2% | -2.1% | -2.8% | -2.7 | 2.0%
COc1ccc(S(=O)(=O)N(C)CC(=O)Nc2ccccc2SC)cc1Cl | / | 0.4% | -2.5% | ? | -3.4% | 0.2% | -22.0% | -10.2% | 21.5 | 7.3%
O=C(COC(=O)CCc1ccccc1)NC12CC3CC(CC(C3)C1)C2 | 2.9% | -1.1% | 5.6% | 5.4% | -1.6% | -0.2% | 10.4% | 1.2% | ? | ?
